Bioassay records: PubChem BioAssay, several laboratories
AI-2 QS mod = Vibrio harveyi AI-2 quorum sensing modulators, primary screen, JMH597 strain, luminescence/OD600 ratio; Vibrio harveyi JMH597 AI-2 luminescence/OD600 ratio, 9 h; stronger effect = lower value; strain lacks LuxN and CqsS sensors; 0 = neutral-control median; activity change, % at 7.5 µM; 300,000 tested, 0.4% active; in the data active = activity change below about -75%, passing the limit was not always enough; inconclusive = no clear call, values can overlap the other calls;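 also: luminescence divided by OD600 gain over 9 h not by final OD600 alone; inactives centre near 13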
HDAC3 inh = HDAC3 deacetylase inhibitors, primary screen, biochemical, fluorescence, cell-free homogeneous; Histone deacetylase 3 (Homo sapiens), O15379; recombinant HDAC3, fluorogenic peptide/trypsin coupled; inhibition, % at 8.3 µM; 320,000 tested, 0.15% active; in the data active = inhibition above about 26%, passing the limit was not always enough; inconclusive = no clear call, values can overlap the other calls
Target sequence (O15379 whole entry, looked up): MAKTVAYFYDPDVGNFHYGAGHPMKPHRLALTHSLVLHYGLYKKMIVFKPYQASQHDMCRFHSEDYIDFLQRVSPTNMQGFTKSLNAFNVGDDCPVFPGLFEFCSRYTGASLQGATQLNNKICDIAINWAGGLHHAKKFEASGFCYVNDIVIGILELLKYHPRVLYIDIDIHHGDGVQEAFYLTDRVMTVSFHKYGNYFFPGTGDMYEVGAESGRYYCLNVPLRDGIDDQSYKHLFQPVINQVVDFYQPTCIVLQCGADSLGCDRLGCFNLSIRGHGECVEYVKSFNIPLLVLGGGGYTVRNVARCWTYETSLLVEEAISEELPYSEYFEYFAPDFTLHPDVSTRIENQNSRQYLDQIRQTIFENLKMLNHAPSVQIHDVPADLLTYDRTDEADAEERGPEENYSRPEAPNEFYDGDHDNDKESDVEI
HSF1 activator = HSF-1 activators, primary screen, NIH3T3-HGL cells, MG132 stress, luminescence, single point | NIH3T3-HGL HSF-1 luciferase reporter, 8 h; 100% = twice DMSO control signal | activation, % at 9 µM | 300,000 tested, 1.7% active;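 active = mean replicate activation of at least 50% with a set share of replicates each reaching 50%; inconclusive = only one of those two conditions met; inactive = mean below 50% and too few replicates reaching it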;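 also: 0% = median of the neutral control wells and 100% = twice that signal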
PolyA inh = polyadenylation inhibitors in yeast reporter cells, primary screen, luminescence, S. cerevisiae. S. cerevisiae SKY197-pL101 polyadenylation reporter, beta-gal luminescence; efflux-impaired pdr1/pdr3 knockout yeast; score 100 = 6 SD above DMSO. calls only at 12 µM. 300,000 tested, 0.02% active;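 active = lowest replicate activity score at least 50, where 100 means six control SD above control mean; inconclusive = lowest score under 50 but half or more replicates reach 50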;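 also: yeast exposed to compound for 9 h at 30 °C; higher score means more reporter readthrough which indicates perturbed polyadenylation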
HSF1 inh = HSF1 inhibitors in luciferase reporter cells, primary screen, cell-based, NIH3T3, luminescence; NIH3T3-HGL HSE-luciferase, MG132-induced, luminescence 8 h; stronger effect = lower value; activity change, negative = inhibition, % at 7.5 µM (by protocol); 300,000 tested, 0.77% active; AID 2098, 2009;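 active = more than half of replicate wells show activity change below -50%, luminescence cut by over half; inconclusive = some wells, but at most half, below -50%; inactive = no replicate well below -50%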;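 also: luciferase reports HSF-1 transcriptional activity via heat shock element; 0% = median of DMSO wells and -100% = zero luminescence signal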
Platelet DG rel = inhibitors of platelet dense granule secretion, primary screen, cell-based, MLPCN, human platelets. inhibition, %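 (compounds screened at 7.5 µM in platelet-rich plasma)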. human platelet-rich plasma, SFLLRN dense granule ATP release, luminescence. 300,000 tested, 0.22% active;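 active = mean replicate score, as percent of positive control, at or above 50; inconclusive = mean below 50 but at least one replicate at or above 50; inactive = mean and every replicate below 50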
GSK3A inh = blockers of GSK3A enzyme activity – biochemical, luminescence, cell-free homogeneous, HTS, primary screen; Glycogen synthase kinase-3 alpha (Homo sapiens), P49840; GSK-3 alpha kinase, ADP-Glo luminescence, 60 min; inhibition, % at 10 µM; 320,000 tested, 0.1% active;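 in the data active = inhibition above about 50%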;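 also: GST-tagged GSK-3 alpha with peptide substrate and 25 µM ATP; 0% = DMSO neutral wells and 100% = GW8510 positive control wells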
HSP90 inh = HSP90 inhibitors, primary screen, cell lysate, luminescence; inhibition, % at 5.6 µM; AID 1789, 2009; Rabbit reticulocyte lysate, luciferase refolding luminescence, 3 h; 290,000 tested, 0.91% active; Heat shock protein HSP 90 (rabbit reticulocyte lysate; luciferase refolding);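 active = inhibition above the screen-wide mean plus 3 SD, computed separately per campaign, cut at about 16% in these data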;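 also: 0% = DMSO wells and 100% = 60 µM geldanamycin wells; inhibitors lower the luminescence because luciferase stays unfolded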
GSK3beta inhib = human GSK3beta kinase inhibitors, primary screen, biochemical, cell-free homogeneous, HTS. 300,000 tested, 0.038% active. AID 2097, 2009. GST-GSK3beta kinase, ADP-Glo luminescence, 60 min; stronger effect = lower value. activity score (negative = inhibition), % at 10 µM. Glycogen synthase kinase-3 beta (Homo sapiens), P49841;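 active = more than half of replicate wells score below -50%, meaning over 50% inhibition versus plate controls; inconclusive = some replicates but at most half score below -50%; inactive = no replicate scores below -50%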;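 also: 0% = median DMSO wells and -100% = median GW8510 positive control wells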
Target sequence (P49841 whole entry, looked up): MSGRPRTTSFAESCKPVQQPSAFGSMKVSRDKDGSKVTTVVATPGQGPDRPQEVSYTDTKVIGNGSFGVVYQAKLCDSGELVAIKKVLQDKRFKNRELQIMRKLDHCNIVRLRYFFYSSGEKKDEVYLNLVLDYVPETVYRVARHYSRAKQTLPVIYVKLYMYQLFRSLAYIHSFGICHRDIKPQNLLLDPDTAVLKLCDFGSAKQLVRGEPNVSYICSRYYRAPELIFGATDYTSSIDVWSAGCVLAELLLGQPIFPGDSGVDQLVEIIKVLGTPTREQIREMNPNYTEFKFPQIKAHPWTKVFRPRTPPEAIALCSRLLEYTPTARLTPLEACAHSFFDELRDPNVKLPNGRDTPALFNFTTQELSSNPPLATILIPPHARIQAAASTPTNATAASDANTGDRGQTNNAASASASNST
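Test system: GST-tagged human GSK3beta kinase, cell-free; evaluation: activity score scaled between in-plate DMSO and GW8510 controls; measured by: ADP-Glo luminescence; incubation: 60 min reaction, RT; benchmarks: DMSO and 20 µM GW8510; reagent: peptide substrate plus 25 µM ATP (final); medium: Tris/MgCl2 kinase buffer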
Dyrk1A ADPGlo = rat Dyrk1A kinase inhibitors, primary screen, biochemical, single point, plate reader | Dual specificity tyrosine-phosphorylation-regulated kinase 1A (Rattus norvegicus), Q63470 | ADP-Glo luminescence, NFATc1 peptide | inhibition, % at 12.5 µM | 310,000 tested, 0.43% active | AID 504441, 2011; in the data active = inhibition above about 50%;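 also: plate controls were vehicle with enzyme for no effect and no enzyme for full effect; many of its hits are not listed in these tables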
Numbers without * were called inactive; i = inactive; ? = inconclusive; / = not tested or not shown. Some of the compounds tested. The share of hits here may be higher or lower than overall.

SMILES | AI-2 QS mod | HDAC3 inh | HSF1 activator | PolyA inh | HSF1 inh | Platelet DG rel | GSK3A inh | HSP90 inh | GSK3beta inhib | Dyrk1A ADPGlo
CC1=N/C(=C\c2ccc([N+](=O)[O-])cc2)C(=O)N1c1ccc(F)cc1F | 47 | 4 | 3 | i | 14 | -6 | -3 | -5 | -4 | /
O=C(O)Cc1ccc2c(c1)N(S(=O)(=O)c1cccc(C(F)(F)F)c1)CC(C(=O)O)O2 (stereo not given) | 1 | -6 | -1 | i | 1 | -1 | -4 | 3 | 4 | 4
Cc1ccc(C(=O)O)cc1NC(=O)CN1C(=O)C2C3c4ccccc4C(Br)(c4ccccc43)C2C1=O (stereo not given) | 14 | -8 | -5 | i | -9 | 17 | -3 | -1 | 2 | -3
Cc1ccc(-c2[nH]c(=O)n3ccncc23)s1 | 13 | 1 | 6 | i | 6 | 4 | 1 | 6 | -4 | -1
CCOc1ccc(CN2CCNC(=O)C2CC(=O)NCCc2ccccn2)cc1 (stereo not given) | 13 | -3 | -6 | i | -1 | -6 | -3 | 2 | 2 | -6
O=C(NC(=S)NC1CCN(Cc2ccccc2)CC1)c1ccc(F)cc1 | 0 | 1 | -25 | i | -14 | -8 | 0 | 0 | 0 | 8
CNc1nc(N/N=C/c2cc3c(cc2[N+](=O)[O-])OCO3)nc(Nc2ccccc2)n1 | 9 | -3 | -6 | i | -8 | 1 | 1 | -3 | 0 | 37
COC(=O)c1[nH]c2cc(C)ccc2c1NC(=O)CN1CCOCC1 | 15 | -5 | 23 | i | -2 | 13 | -1 | 0 | -7 | -7
COc1cccc(-n2nnnc2SCC(=O)Nc2nc3c(s2)CCCC3)c1 | -6 | -1 | 5 | i | -3 | 1 | 2 | 6 | 1 | 15
CCc1cc2c(-c3ccccc3)cc(=O)oc2cc1OC(C)C(=O)NCC1CCC(C(=O)O)CC1 (stereo not given) | 8 | 7 | 13 | / | -1 | 16 | 0 | -1 | -3 | 0
CC(=O)c1sc(C(=O)O)c(-c2ccco2)c1-c1ccco1 | 19 | ? | -2 | i | -5 | -5 | 0 | 1 | 2 | 15
O=C(c1n[nH]c(=O)c2ccccc12)N1CCN(c2ccc(F)cc2)CC1 | 12 | -2 | 3 | i | 8 | -3 | 5 | 0 | -1 | 4
COc1cc(OC)cc(C(=O)Nc2cccnc2)c1 | -19 | 12 | 24 | i | 6 | -2 | 8 | 7 | 0 | 4
COc1ccc(-c2nnc(NC(=O)c3ccccc3[N+](=O)[O-])s2)c(OC)c1 | 14 | -6 | 8 | i | -3 | -1 | 1 | -2 | 0 | 5
O=C(c1cc([N+](=O)[O-])ccc1N1CCCCC1)N1CCCCC1 | 8 | 3 | 31 | i | 6 | 8 | -3 | 0 | -1 | -3
Cc1ccn2c(=O)c(NC(=O)c3cccc4ccccc34)c(C)nc2c1 | -4 | 8 | 10 | i | -1 | 0 | 0 | / | -1 | 6
CCc1cc2c(N=Nc3c(O)[nH]c4ccccc34)ncnc2s1 | 10 | -3 | -8 | i | -3 | -9 | 1 | -8 | 6 | 5
Cc1cc(OCC(=O)Nc2ccc(N3CCN(C)CC3)cc2)ccc1Cl | 29 | 1 | 20 | i | 16 | -5 | -1 | 2 | 1 | -2
COc1ccc(CCNC(=O)C(=O)NCC2OCCN2S(=O)(=O)c2cccs2)cc1 (stereo not given) | 14 | -18 | -2 | i | -2 | 12 | 3 | 0 | 2 | 0
COc1ccc(CCC(=O)NCc2cn3ccc(C)cc3n2)cc1 | 15 | 1 | -14 | i | 4 | 4 | -1 | -3 | 0 | 1
Cc1ccc(CCNC(=O)C2CCN(S(=O)(=O)c3ccc4c(c3)NC(=O)CO4)CC2)cc1 | 24 | -2 | 68* | i | 35 | -1 | -3 | 0 | -3 | -1
COc1ccc(C(=O)NC(CC(=O)O)c2cc([N+](=O)[O-])ccc2Cl)cc1 (stereo not given) | 8 | 4 | 6 | / | -8 | -5 | 0 | -4 | 2 | 1
C=CCNC(=O)CCNS(=O)(=O)c1ccc(Br)cc1 | 21 | 5 | -4 | / | -2 | 8 | 0 | 1 | -2 | 6
COc1ccc(-n2nc(C(=O)NCC(=O)N3CC(C)CC(C)C3)c3ccccc3c2=O)cc1OC (stereo not given) | 15 | -1 | 2 | i | 1 | 8 | 1 | -2 | 0 | 4
CCOC(=O)c1c(NC(=O)CSc2nnnn2-c2ccc3c(c2)OCCO3)sc(C)c1C | 15 | 0 | 10 | i | -2 | -11 | 0 | -3 | 3 | 27

Next section:
SMILES | AI-2 QS mod | HDAC3 inh | HSF1 activator | PolyA inh | HSF1 inh | Platelet DG rel | GSK3A inh | HSP90 inh | GSK3beta inhib | Dyrk1A ADPGlo
COc1cc(/C=C(\C#N)C(=O)Nc2cccc(C(=O)O)c2)ccc1OCc1ccc(C)cc1 | 47 | 12 | 50 | i | 17 | -1 | -6 | 2 | 0 | -12
Cc1ccc(S(=O)(=O)CCC(=O)Nc2nnc(-c3ccccc3S(C)(=O)=O)o2)cc1 | 9 | 0 | 13 | i | 0 | 0 | -2 | / | 1 | 6
CSc1ncc(S(=O)(=O)c2ccccc2)c(=O)[nH]1 | 16 | 1 | -5 | i | -4 | 1 | -4 | -3 | 1 | -2
O=C(NCCN1CCOCC1)c1ccc(CS(=O)(=O)Cc2ccccc2F)o1 | 8 | 3 | -2 | i | -3 | -4 | 1 | -4 | -1 | 3
Cc1nnc(N(C)C(=O)c2ccc3c(c2)OCO3)s1 | 20 | 3 | -11 | i | 0 | -1 | -5 | -1 | -4 | 19
O=C(CSc1cccc[n+]1[O-])Nc1ccc2c(c1)OCO2 | 8 | -5 | 6 | i | -2 | -5 | 0 | -2 | 1 | 1
CCN(CC)C(=O)c1cc(-c2ccccc2OC)on1 | 12 | 2 | -8 | i | 8 | -3 | 0 | -4 | -9 | 3
O=[N+]([O-])c1ccc(OCCn2cncn2)cc1 | 7 | 1 | -8 | i | -5 | -1 | -1 | 1 | 3 | 5
CC(OC(=O)CCc1nc2ccccc2c(=O)[nH]1)C(=O)Nc1ccc2c(c1)OCO2 (stereo not given) | 9 | 8 | 14 | i | 5 | -8 | 0 | 3 | 0 | 3
CCN(CC)CCN(C(=O)CCOc1ccccc1)c1nc2c(F)cc(F)cc2s1 | -4 | 1 | 35 | i | 17 | 0 | -1 | 2 | -1 | 3
CCCn1nnnc1NCc1ccc(C(C)C)cc1 | 17 | 4 | -7 | i | -6 | 2 | -2 | 2 | 0 | 4
O=S1(=O)CC(O)C(N(CCO)C(=S)Nc2ccccc2)C1 (stereo not given) | 22 | 4 | -3 | i | 6 | 3 | 2 | -1 | 4 | /
CC(=NCc1ccco1)c1c(C)[nH]n(-c2nc3ccccc3s2)c1=O | 13 | -2 | / | i | / | -4 | 0 | 32* | -3 | -3
COc1ccc(C)cc1NC(=O)CSc1nnc2ccc(-c3cccnc3)nn12 | 18 | -7 | -3 | i | -4 | 12 | -2 | / | -2 | 1
OCCn1c(CSc2nc3ccccc3n2CCO)nc2ccccc21 | 17 | -1 | 2 | i | -3 | -4 | 1 | 3 | 1 | -7
O=C(O)CC(C(=O)Nc1cccc(C(F)(F)F)c1)C1CCCO1 (stereo not given) | 17 | -2 | -3 | i | -8 | -3 | -5 | 5 | -2 | -6
COc1ccccc1NC(=O)Cn1cnc2c(oc3ccccc32)c1=O | 14 | 3 | 12 | i | 6 | -4 | -3 | -1 | 3 | 1
COc1cc(C(=O)N(Cc2cc3ccccc3[nH]c2=O)CC2CCCO2)cc(OC)c1OC (stereo not given) | 17 | 3 | -5 | i | 3 | 9 | 0 | 6 | 0 | -2
COc1ccc(N(CCCN2C(=O)c3cccc4cccc(c34)C2=O)C(=O)c2ccncc2)cc1 | 35 | 1 | -4 | i | -1 | -2 | -2 | 1 | 0 | 2
CCOc1cc(/C=C(\C#N)C(=O)Nc2cccc(C(=O)O)c2)ccc1OCc1ccc(Br)cc1 | 26 | -2 | 41 | i | 21 | 3 | -1 | 3 | -1 | -4
O=C(NC1CCCc2ccccc21)c1ccc(CNc2c(N3CCOCC3)c(=O)c2=O)cc1 (stereo not given) | 17 | 2 | 2 | i | -7 | 16 | -1 | 2 | 3 | 22
Cc1cc(N2CCCC2=O)ccc1S(=O)(=O)NC1CCCCC1 | 8 | 1 | -23 | i | -1 | 1 | -2 | 1 | 0 | 2
O=C(CCS(=O)(=O)c1ccccc1)Nc1nc2c(s1)COc1ccccc1-2 | 47 | / | 27 | i | 15 | 19 | -2 | -3 | -2 | 9
CC(C)(C)c1ccc(C(=O)NCC(=O)O)cc1 | 11 | -1 | 5 | i | -15 | -5 | 1 | 6 | -1 | -4
Cc1ccc(CSc2nc3c(c(=O)[nH]2)C(c2ccncc2)C2=C(CCCC2=O)N3)cc1 (stereo not given) | 9 | -16 | 6 | i | 2 | -5 | -1 | 3 | 2 | 0

Carrying on.
SMILES | AI-2 QS mod | HDAC3 inh | HSF1 activator | PolyA inh | HSF1 inh | Platelet DG rel | GSK3A inh | HSP90 inh | GSK3beta inhib | Dyrk1A ADPGlo
Cc1ccc(-c2nc(C#N)c(NCCN3CCCCC3)o2)cc1 | 9 | -86 | -6 | i | -1 | 1 | -2 | -1 | 2 | -2
CN1/C(=C\C(=O)C[n+]2cccc(C(N)=O)c2)C(C)(C)c2ccccc21 | 21 | 2 | 12 | i | 4 | -9 | 0 | 0 | 0 | -1
Cc1ccc(CN(CC(=O)NCc2ccccn2)S(=O)(=O)c2ccccc2)cc1 | 1 | 2 | 30 | i | 10 | -32 | 2 | 2 | 2 | 19
CCSc1ccc(-c2ccco2)nn1 | 7 | 13 | 5 | i | 3 | 2 | -1 | 0 | 2 | /
Cc1cc(C)c(N(CC(=O)NCc2ccccc2)C(=O)c2csnn2)c(C)c1 | / | 0 | -4 | i | -2 | -9 | 0 | 3 | / | -6
COC(=O)CCC(=O)OC1(C)C(=O)C=C2C=C(C3CC3)N(C3CCCC3)C=C2C1=O (stereo not given) | 21 | -2 | -5 | i | -3 | 5 | -2 | / | 20 | 8
O=C(O)CCCCCN1C(=O)/C(=C\c2ccncc2)SC1=S | 9 | 5 | 4 | i | -2 | 13 | 2 | 3 | -23 | -7
